ER stress surv – ER stress cell death inhibition. CSM14.1 thapsigargin ER stress survival, ATP luminescence. relative survival (cellular ATP), % at 15 µg/mL (by protocol). 48,000 compounds, 0.33% hits;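 active = survival measured by cellular ATP above 50% at 15 µg/ml in the first screen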;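 also: cell death triggered by about 15 µM thapsigargin; ATP read 24 h after thapsigargin was added; plate controls were thapsigargin with DMSO for no effect and DMSO without thapsigargin for full effect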
Starred values were filed as active, the others as inactive. An excerpt. The share of hits here may be higher or lower than overall.

What do the screens show for `Cc1cc(NC(=O)c2cccc3ccccc23)ccc1NC(=O)c1ccccc1`?
ER stress surv: 10

Results for Cc1ccccc1C(=O)Nc1sc2c(c1C(=O)N1CCC(C)CC1)CCC2 ?
ER stress surv: 1

What do the screens show for `NC(=O)C(c1ccccc1)c1ccccn1` (stereo unspecified)?
ER stress surv: -1

How did COc1cc(C=C2C(=O)N(C)C(=O)N(C)C2=O)ccc1OCc1ccccc1Cl do in these assays?
ER stress surv: 6

How did COc1ccc(OC)c(CN2CCN(C(=O)c3ccc(OC)c(OC)c3)CC2)c1 do in these assays?
ER stress surv: -5

Results for CCOc1ccc(N(CC(=O)Nc2ccc(C)c(C)c2)S(=O)(=O)c2ccc(SC)cc2)cc1 ?
ER stress surv: 7

Results for COc1ccccc1C1/C(=C(/O)c2ccccc2)C(=O)C(=O)N1c1cccc(Br)c1 (stereo unspecified) ?
ER stress surv: 8

How did Cc1ccccc1N(CC(=O)Nc1ccc(Cl)c(Cl)c1)S(C)(=O)=O do in these assays?
ER stress surv: 0

Results for COc1ccc(OC)c(/C=N\N2CCN(c3ccccc3)CC2)c1 ?
ER stress surv: 1

Results for Nc1ccc2nc(SCc3ccc(F)cc3)sc2c1 ?
ER stress surv: -3

Overlap with the part before: 7 compounds, then new ones.
How did COc1cc(C=C2C(=O)N(C)C(=O)N(C)C2=O)ccc1OCc1ccccc1Cl do in these assays?
ER stress surv: 6

How did COc1ccc(OC)c(CN2CCN(C(=O)c3ccc(OC)c(OC)c3)CC2)c1 do in these assays?
ER stress surv: -5

Results for CCOc1ccc(N(CC(=O)Nc2ccc(C)c(C)c2)S(=O)(=O)c2ccc(SC)cc2)cc1 ?
ER stress surv: 7

Results for COc1ccccc1C1/C(=C(/O)c2ccccc2)C(=O)C(=O)N1c1cccc(Br)c1 (stereo unspecified) ?
ER stress surv: 8

How did Cc1ccccc1N(CC(=O)Nc1ccc(Cl)c(Cl)c1)S(C)(=O)=O do in these assays?
ER stress surv: 0

Results for COc1ccc(OC)c(/C=N\N2CCN(c3ccccc3)CC2)c1 ?
ER stress surv: 1

Results for Nc1ccc2nc(SCc3ccc(F)cc3)sc2c1 ?
ER stress surv: -3

Results for NC(=O)SCC(=O)Nc1ccccc1Cl ?
ER stress surv: 7

What do the screens show for `Cc1cc(C)c(C(N)=O)c(Nc2cccc(Cl)c2)n1`?
ER stress surv: 1

What do the screens show for `O=c1[nH]c(=S)[nH]c(O)c1C=Nc1cc(Cl)ccc1O`?
ER stress surv: 6

Results for O=C(O)c1cn(-c2ccccc2)nc1-c1ccc(F)cc1 ?
ER stress surv: 6

What do the screens show for `CC(C)CCC(C(N)=O)C1=NC(C)(C)Cc2ccccc21` (stereo unspecified)?
ER stress surv: -1

What do the screens show for `Cc1ccc(N2CCSC2c2ccco2)cc1` (stereo unspecified)?
ER stress surv: -3

What do the screens show for `O=[N+]([O-])c1ccc2nc(SCc3c[nH]c4ccccc34)sc2c1`?
ER stress surv: -2

What do the screens show for `CCOc1ccc(N2C(=O)CC(Sc3ccccc3C(=O)O)C2=O)cc1` (stereo unspecified)?
ER stress surv: 2

Results for COc1ccc(Cl)cc1NC(=O)COc1cc(C)c(Cl)c(C)c1 ?
ER stress surv: 0

How did O=C1CC(Cc2ccc(Cl)cc2)C(=O)N1c1ccc(F)cc1 (stereo unspecified) do in these assays?
ER stress surv: 5

What do the screens show for `CCCc1nc2c(C)ccc(C)c2c(N)c1CC`?
ER stress surv: -11

What do the screens show for `COc1ccc(NC(=O)c2cc(NC(=O)c3ccccc3)cc(C(=O)Nc3ccc(OC)cc3)c2)cc1`?
ER stress surv: 6

What do the screens show for `COc1ccc(-c2nc3cc(NC(=O)COc4ccccc4[N+](=O)[O-])ccc3o2)cc1Cl`?
ER stress surv: 5

Results for CCN(CC)CCCCCCOc1ccccc1OC ?
ER stress surv: -6

How did CC1=C(C(=O)Nc2ccccc2)C(c2ccc([N+](=O)[O-])cc2)NC(=S)N1 (stereo unspecified) do in these assays?
ER stress surv: 0

What do the screens show for `O=C(NCCN1CCN(S(=O)(=O)c2ccccc2)CC1)C(=O)Nc1ccc(Br)cc1`?
ER stress surv: 4

Results for C=C(C)c1cccc(C(C)(C)NC(=O)Nc2ccc(C(N)=O)cc2)c1 ?
ER stress surv: -1

Results for O=C(CSc1nc2sc3c(c2c(=O)[nH]1)CCCC3)N1CCN(CCO)CC1 ?
ER stress surv: -4

What do the screens show for `O=C(/C=C/c1ccc(F)cc1)Nc1ccccc1Br`?
ER stress surv: 0

How did COC(=O)CCC(=O)Nc1c(C)cc(C)cc1C do in these assays?
ER stress surv: -1

How did Cc1ccc(/C=C/C(=O)Nc2ccc(S(N)(=O)=O)cc2)cc1 do in these assays?
ER stress surv: -1

Results for Cc1ccc(C(=O)CC2(O)C(=O)Nc3ccc(Br)cc32)cc1 (stereo unspecified) ?
ER stress surv: 7

How did Cc1sc(NC(=O)Nc2ccccc2)nc1-c1ccccc1 do in these assays?
ER stress surv: 20

Results for COc1ccc(CC(=O)Nc2ccc(NC(=O)c3ccc(Cl)cc3Cl)cc2)cc1OC ?
ER stress surv: -3

How did O=C1C2C3C=CC(C3)C2C(=O)N1/N=C/c1cc(Br)c(O)cc1O (stereo unspecified) do in these assays?
ER stress surv: 2

Results for CCN1C(=O)C(=Cc2ccc(O)cc2)C(=O)NC1=S ?
ER stress surv: 0

Results for N#CC(C(N)=O)C(SCc1ccccc1)c1ccc(Br)cc1 (stereo unspecified) ?
ER stress surv: 4

How did COCCOC(=O)C1=C(C)NC(=O)NC1c1cccc(OCc2ccccc2)c1 (stereo unspecified) do in these assays?
ER stress surv: 5

What do the screens show for `CC1=C(C#N)C(=O)NC(=O)/C1=C\c1ccc(-c2ccc(Cl)c(Cl)c2)o1`?
ER stress surv: 1

How did COc1ccc(C=O)cc1OCc1ccccc1 do in these assays?
ER stress surv: 4

How did O=C1NC(=S)N/C1=C\c1ccccc1OCc1ccc([N+](=O)[O-])cc1 do in these assays?
ER stress surv: 12

How did CCCC1CCc2c(sc(NC(=O)Cc3ccccc3)c2C(N)=O)C1 (stereo unspecified) do in these assays?
ER stress surv: 3

Results for CCCOc1cccc(C(=O)Nc2ccc(C)cc2[N+](=O)[O-])c1 ?
ER stress surv: 6

How did Cc1c(NS(=O)(=O)c2cccs2)c(=O)n(-c2ccccc2)n1C do in these assays?
ER stress surv: 7

How did O=C(CSc1nc2ccccc2s1)Nc1cc2c(cc1Br)OCCO2 do in these assays?
ER stress surv: 7

What do the screens show for `CC(C)N1C(C)CC(O)N1C(=O)CC#N` (stereo unspecified)?
ER stress surv: -5

What do the screens show for `CCOc1cc(OCC)cc(C(=O)Nc2cc(-c3nc4ccccc4s3)ccc2Cl)c1`?
ER stress surv: 3

What do the screens show for `Cc1ccc2c(c1)c(-c1ccccc1)nc1nnnn12`?
ER stress surv: 7

Results for CCCCCN1C(=O)/C(=C2\SC(=S)N(NC(C)=O)C2=O)c2ccccc21 ?
ER stress surv: 8

What do the screens show for `COc1ccc(C2SCC(=O)N2c2c(C)n(C)n(-c3ccccc3)c2=O)cc1OC` (stereo unspecified)?
ER stress surv: -3

How did CNC(=O)C(=O)NCCc1ccccc1 do in these assays?
ER stress surv: 10

What do the screens show for `CCCC(=O)Nc1cccc(NC(=O)c2cc(Br)ccc2I)c1`?
ER stress surv: 7

Results for COc1ccc(C(=O)Nc2cc(Cl)ccc2Cl)cc1NC(=O)c1ccccc1C ?
ER stress surv: 9

How did O=[N+]([O-])c1ccc(N2CCN(S(=O)(=O)Cc3ccccc3)CC2)cc1NC1CC1 do in these assays?
ER stress surv: 1

Results for CCN(CC)C(=O)c1cnn(-c2ccccc2)c1NC(=O)c1cccc(F)c1 ?
ER stress surv: 1

How did COCCOC(=O)C1=C(C)NC(=S)NC1c1ccccc1OC (stereo unspecified) do in these assays?
ER stress surv: 5

What do the screens show for `Cc1cccc(C)c1NC(=O)CN(c1ccc(F)cc1)S(=O)(=O)c1ccccc1`?
ER stress surv: 7

What do the screens show for `O=C(CN1CCOCC1)NCCNC(=O)c1ccccc1`?
ER stress surv: 8

Results for CCOc1cc(/C=C2/SC(=S)N(CC)C2=O)ccc1OCc1ccc(Cl)c(Cl)c1 ?
ER stress surv: 8

What do the screens show for `Nc1nonc1/C(=N\OC(=O)Nc1ccccc1)N1CCOCC1`?
ER stress surv: 12

At a glance, some entries already given.
How did CNC(=O)C(=O)NCCc1ccccc1 do in these assays?
ER stress surv: 10

What do the screens show for `CCCC(=O)Nc1cccc(NC(=O)c2cc(Br)ccc2I)c1`?
ER stress surv: 7

Further compounds:
What do the screens show for `O=C(CSc1cc(Cl)ccc1Cl)Nc1ccccc1[N+](=O)[O-]`?
ER stress surv: 6

What do the screens show for `CCOC(=O)C1=C(O)/C(=C/c2ccc(N(C)C)cc2)SC1=Nc1ccc(OC)cc1`?
ER stress surv: 10

How did Cc1cc(Cl)ccc1OCC(=O)NCCO do in these assays?
ER stress surv: 4

Results for O=C(Nc1ccc(F)cc1F)c1ccco1 ?
ER stress surv: 13

What do the screens show for `O=C(NCCOc1ccccc1)c1sc2ccccc2c1Cl`?
ER stress surv: 2

What do the screens show for `O=C(COc1ccccc1[N+](=O)[O-])Nc1ccc(OC(F)(F)F)cc1`?
ER stress surv: 7

Results for CN(Cc1ccccc1)C(=O)c1cc2ccccc2o1 ?
ER stress surv: 12

Results for O=C1C=C(Nc2ccc(O)cc2)CC(c2ccccc2)C1 (stereo unspecified) ?
ER stress surv: 5

What do the screens show for `CCOC(=O)C1=C(C)N(c2ccc(OCC)cc2)C(=O)C1`?
ER stress surv: 1

Results for NS(=O)(=O)c1cccc(NC(=O)c2cccc(OCc3ccccc3)c2)c1 ?
ER stress surv: -1

What do the screens show for `C(=NN1CCN(Cc2ccccc2)CC1)c1cccnc1`?
ER stress surv: 14

How did O=C(NCCN1CCN(S(=O)(=O)c2ccc([N+](=O)[O-])cc2)CC1)C(=O)Nc1ccccc1 do in these assays?
ER stress surv: 0

What do the screens show for `O=C(Cn1c(NCCO)nc2ccccc21)c1cccc([N+](=O)[O-])c1`?
ER stress surv: -5

How did Fc1ccc(-c2ccc(/C=N/n3cnnc3)o2)cc1 do in these assays?
ER stress surv: -3

What do the screens show for `CCOc1ccc(/C=C2/SC(=O)N(CNc3cccc(Br)c3)C2=O)cc1`?
ER stress surv: 7

Results for COc1cccc(/C=C(\C#N)c2nc3ccccc3[nH]2)c1OCC#N ?
ER stress surv: -4

What do the screens show for `CCC(C)c1ccc(NC(=O)/C=C/c2cccc([N+](=O)[O-])c2)c(O)c1` (stereo unspecified)?
ER stress surv: 5

How did Cc1ccc(-c2ccc(OCC(=O)N3CCOCC3)cc2)cc1 do in these assays?
ER stress surv: 1

How did CC1=C(C#N)c2nc(N)c(C#N)c(C)c2/C1=C/c1ccc(-c2cccc(C(=O)O)c2)o1 do in these assays?
ER stress surv: 10

How did COc1cc(SC)ccc1C(=O)n1nnc2ccccc21 do in these assays?
ER stress surv: 3

What do the screens show for `COc1cccc(N2C(=O)C(=O)/C(=C(\O)c3ccccc3)C2c2ccc(F)cc2)c1` (stereo unspecified)?
ER stress surv: 6

How did COc1ccc(OC)c(/C=C2\SC(=S)N(CCC(=O)O)C2=O)c1 do in these assays?
ER stress surv: 8

How did Cc1[nH]n(-c2ccccc2)c(=S)c1C=Nc1ccccc1O do in these assays?
ER stress surv: 9

Results for Cc1ccc(-c2nc3cc(NC(=O)c4cccc([N+](=O)[O-])c4C)ccc3o2)cc1 ?
ER stress surv: 0

How did O=C(Nc1nc(-c2ccc(F)cc2)cs1)c1ccc(S(=O)(=O)N2CCCCCC2)cc1 do in these assays?
ER stress surv: 4

What do the screens show for `CS(=O)(=O)N1CCN(Cc2ccccc2[N+](=O)[O-])CC1`?
ER stress surv: 6

How did O=C1c2ccccc2-c2onc3c(Br)cc(O)c1c23 do in these assays?
ER stress surv: -24

How did O=C1NC(=S)S/C1=C\c1cn(CCOc2ccccc2F)c2ccccc12 do in these assays?
ER stress surv: -4

How did COc1ccc(C(=O)Nc2ccc(-c3nc4ccccc4c(=O)o3)cc2)cc1 do in these assays?
ER stress surv: 10

How did CC1=NN(C(=O)c2ccc(N/C(C)=C/C(=O)C(F)(F)F)cc2)C(O)(C(F)(F)F)C1 (stereo unspecified) do in these assays?
ER stress surv: -5

How did CC(=O)N(C(C)=O)c1cccc2c(N(C(C)=O)C(C)=O)cccc12 do in these assays?
ER stress surv: 4

How did NC(=O)C1CCN(S(=O)(=O)c2ccc3ccccc3c2)CC1 do in these assays?
ER stress surv: 1

Results for COc1ccc(C2/C(=C(\O)c3ccc(C)cc3)C(=O)C(=O)N2c2ccc(O)cc2)cc1 (stereo unspecified) ?
ER stress surv: 13

How did O=C(O)c1ccccc1-c1ccccc1C(=O)Nc1ccccc1-c1ccccc1 do in these assays?
ER stress surv: 7

How did COc1ccc(N(CC(=O)Nc2ccc(I)cc2)S(C)(=O)=O)cc1 do in these assays?
ER stress surv: -2

What do the screens show for `COc1ccc2c(c1OC)C(=O)OC2Nc1ccc(S(N)(=O)=O)cc1` (stereo unspecified)?
ER stress surv: 10

How did COc1ccc(C(=O)Oc2cccc3cccnc23)cc1Cl do in these assays?
ER stress surv: 3

Results for Cc1ccccc1N1CCN(C(=O)CN2C(=O)c3ccccc3C2=O)CC1 ?
ER stress surv: 0

What do the screens show for `CC1(C)Cc2ccccc2C(NN=C2CCCCC2)=N1`?
ER stress surv: -7

What do the screens show for `O=C(/C=C/c1cccc(Cl)c1)c1ccc2c(c1)OCCO2`?
ER stress surv: -4

What do the screens show for `CC(C)(C)c1nnc(NC(=S)Nc2ccccc2)s1`?
ER stress surv: 12

How did Cc1cc(C)nc(SCCCCSc2nc(C)cc(C)n2)n1 do in these assays?
ER stress surv: 5

What do the screens show for `CN(C)c1cccc(C(=O)NCc2ccc(S(N)(=O)=O)cc2)c1`?
ER stress surv: -1

Assay outcomes as filed in PubChem BioAssay.
